Pf Dd2 growth – inhibitors of Plasmodium falciparum Dd2 growth | P. falciparum Dd2 growth, SYBR Green, 72 h | Potency, µM (doses to about 28.9 µM), for the others: top-dose activity, negative = inhibition, hits mostly inhibitors | 120,000 compounds, 4.3% hits; active = well fitted inhibition curve with a large enough effect; inconclusive = small, poorly fitted or top-dose-only effect; inactive = no such curve, though single readings can be large or run the other way;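 note: plate controls were DMSO vehicle for no effect and reference drug for full effect; nearly all actives have a fitted effect of over 65% in size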
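Readout: SYBR Green fluorescence, 485 nm excitation, 535 nm emission, after ~16 h lysis at 37C. Before that, Dd2-infected red cells (2.5% hematocrit) grew 72 h with compound, 29 uM top final concentration.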
The depositor's hits bear a star; i = inactive; ? = inconclusive; [ ] = another dose, or the depositor's remark. Potency is the fitted concentration of half-maximal effect. This is a subset; count on the stated rates, not on these rows.

No.	smiles	Pf Dd2 growth
1	Cn1c(=O)oc2cc(S(=O)(=O)N3CCCC(C(=O)N4CCN(c5ccc(F)cc5)CC4)C3)ccc21 (stereo not drawn)	23%
2	CCNC(=O)[C@@H]1C[C@H](NC(=O)c2ccco2)CN1C(=O)Cc1nonc1C	-10%
3	Cc1noc(C)c1-c1cc(-c2cccc(N[S+](C)(=O)[O-])c2)cn2cncc12	i
4	CN(C1CCOCC1)C1CCN(S(=O)(=O)c2ccccc2)CC1	?
5	CCOc1cc(CNS(=O)(=O)c2ccc3c(c2)CC(=O)N3C)cc(OCC)c1OCC	21%
6	CCc1c(C(=O)N2CCC(CO)(Cc3ccccc3)CC2)[nH]c2ccccc12	?
7	COC(=O)c1ccc(NC(=O)c2cc(=O)c3ccc(C)cc3o2)cc1	19%
8	Cc1cccc(-c2nc3scc(CCNC(=O)c4ccccc4Cl)n3n2)c1	21%
9	CC(C)C[C@@H]1N[C@H](C(=O)NCCOc2ccccc2)Cc2c[nH]c3cccc1c23	13µM*
10	CCN(CC)C(=O)CC[C@@H]1CNC(=O)[C@@H]2C[C@H](NC(=O)c3cccs3)CN12	4%[44.1 µM]
11	CN1[C@@H](CCC(=O)Nc2ccccc2)CNC(=O)[C@@H]2[C@H]1CCN2Cc1ccc(S(C)(=O)=O)cc1	-2%
12	CC(C)N1C[C@H](O)C[C@H]1c1nnc2n1CCN(C(=O)c1ccccc1F)C2	39%[activator]
13	Cc1cc2nc3n(c(=O)c2n1CC(=O)Nc1ccc(F)c(Cl)c1)CCCC3	153%[activator]
14	CS(=O)(=O)N(C1CC1)C1CCOC2(CCNCC2)C1 (stereo not drawn)	8%
15	COc1ccc(Cl)cc1NC(=O)N(C)CCc1c(C)nn(C)c1C	31%[activator]
16	Cc1ccc(C(=O)N2CCC(Cc3nc(-c4cnccn4)no3)CC2)c(C)c1	i
17	O=C(CCCn1c(=O)c2ccccc2n(Cc2cccc(Cl)c2)c1=O)NCCc1ccc(Cl)cc1	i
18	CCNC(=O)c1cc(NC(=O)CC)cc2nc(C)ccc12	-16%
19	Cc1ccccc1-c1onc(C)c1C(=O)NCCOC(C)C	?
20	Cc1ccc(C)c(NC(=O)N2C[C@@H](F)C[C@H]2C(=O)N2CCCCC2)c1	12%
21	CCCS(=O)(=O)NCC(=O)N1CCCCCNC(=O)CC1c1ccccc1 (stereo not drawn)	36%[activator]
22	CCn1c(C(=O)NCc2ccccc2OC)cc2sccc21	42%[activator]
23	CN(C)CCNC(=O)CCCn1c(=O)c2cccn2c2ccccc21	?
24	Cc1ccccc1NC(=O)CSc1nc(-c2ccc(F)cc2)c2cccc(C)c2n1	20%
25	CNC(=O)[C@@H](C1CC1)N1CCC[C@H]1C(=O)NCC1CC1	11%[44.1 µM]
26	CCOc1ccccc1N(C)C(=O)Cn1cnc2sc(C)c(S(=O)(=O)N3CCC(C)CC3)c2c1=O	?
27	CC1(c2ccc(Cl)cc2)CC(C)(C)N(C(=O)c2cccc(F)c2)c2ccccc21 (stereo not drawn)	?
28	CN(Cc1cccn1C)C(=O)c1ccccc1Cl	9%[44.1 µM]
29	COCCO[C@H]1C(=O)N(C2CCN(C(=O)c3cc4ccccc4[nH]3)CC2)[C@H]1c1ccncc1	i
30	CC(=O)N1CC2(CCCN2CC2CC2)Cc2ccccc21 (stereo not drawn)	10µM*
31	CCc1ccc(CNC(=O)c2noc(-c3ccc4c(c3)OCO4)n2)cc1	i
32	O=C(Cn1c2c(c(=O)n1Cc1ccccc1)CCN(Cc1ccccc1)C2)NCc1cccc(F)c1	10%
33	CNC(=O)[C@@H]1CN(C(=O)c2cnc(C)cn2)C[C@H]1COC	12%
34	COc1ccc(-c2nc(N3CCOCC3)cc3c2CN(Cc2ccccc2)C3=O)cn1	-10%[44.1 µM]
35	CCN(C(=O)CSc1nc2ccccc2nc1Cc1ccccc1OC)c1ccccc1	-11%
36	O=C1NCCCCCCN(Cc2ccncc2)[C@@H]2CN(C(=O)Nc3ccc4c(c3)OCCO4)CC[C@@H]12	i
37	Cc1cccc(CNC(=O)c2ccc(C)c(-n3c(C)nc4cccnc43)c2)c1	17%
38	Cc1ccc(CNC(=O)C(NS(=O)(=O)c2cccs2)C(C)C)cc1 (stereo not drawn)	16%
39	CC(=O)Nc1cccc(C(=O)N2CCC3(CC2)N=C(c2ccc(C)cc2)NO3)c1	?
40	Cc1ccc(CN2C(=O)[C@@H]3C[C@@H](O)CN3C3(CN(Cc4ccc(Cl)cc4)C3)C2=O)o1	-13%[44.1 µM]
41	O=C(CCn1ccc(=O)[nH]c1=O)N1CC[C@@H](c2ccc3c(c2)OCO3)[C@H](O)C1	-6%
42	O=C(Nc1ccc2oc(-c3cccc4c(Br)cccc34)nc2c1)c1ccc(F)cc1	i
43	Cc1ccc(N2C(=O)CS(=O)(=O)C23C(=O)N(Cc2ccccc2C)c2ccccc23)cc1Cl (stereo not drawn)	?
44	COc1ccc(OC)c(NC(=O)CCNS(=O)(=O)c2cccc3nsnc23)c1	1%
45	O=[S+]1([O-])NCC2(CCCN(Cc3cccc(C(F)(F)F)c3)C2)Oc2ncccc21 (stereo not drawn)	?
46	O=C(c1ccc2c(c1)OCO2)N1CCN(C2CCNCC2)C(=O)C1	-4%
47	COCCN(Cc1ccccn1)Cc1cc(=O)c2cc(C)cc(C)c2[nH]1	-18%
48	CCNC(=O)N(C1CC1)C1CCOC2(CCN(C(=O)c3ccn(CC)n3)CC2)C1 (stereo not drawn)	32%
49	COCC(=O)N[C@@H]1CN(CC2CC2)CC[C@@H]1c1nc(C)no1	i[5.79 µM]
50	CCn1cc(C(=O)N2CCN(c3cccc(C)c3)C(C)C2)c(=O)c2cc(S(=O)(=O)N3CCOCC3)ccc21 (stereo not drawn)	?
51	COCC1(CNCc2ccc(OC)cc2)C[C@@H](O)[C@@H](O)C1 (stereo partly drawn)	-15%[44.1 µM]
52	COCCC1(NS(C)(=O)=O)CCN(C(=O)c2ccc(OC)nc2OC)CC1	?
53	COc1cccc(N2C(=O)C(CC(=O)Nc3ccccc3)N(CCc3sccc3C)C2=O)c1 (stereo not drawn)	?
54	Cc1ccc(CN2CC(Oc3ccc(-c4noc(-c5cccnc5)n4)cc3)C2)o1	?
55	Cc1cccc(NC(=O)N2CCc3c(C(=O)NC(C)(C)C)cccc32)c1	?
56	O=C(OCc1cc(=O)n2nc(C3CC3)sc2n1)c1cccc(NC(=O)c2ccccc2Cl)c1	?
57	CC(C)CCC1=NC2(CCN(C(=O)CCN3CCCCC3=O)CC2)C(=O)N1	-12%
58	OC[C@@H]1O[C@H](CNC2CCOCC2)[C@H](N2CCOCC2)[C@@H]1O	-9%[44.1 µM]
59	CCC(CC)c1nn2c(=O)cc(COc3ccc(NC(=O)c4ccccc4Cl)cc3)nc2s1	-9%
60	O=C(Nc1ccc(F)cc1)c1ccc(-n2cnc3cccnc32)cc1	-5%

The list goes on:
No.	smiles	Pf Dd2 growth
61	COc1ccc(OC)c(NS(=O)(=O)c2ccc3c(c2)CCCN3C(=O)C2CCC2)c1	15%
62	O=C(c1ccncc1)N1CCC(C2CCN(Cc3ccccn3)C2)CC1 (stereo not drawn)	14%
63	COCC(=O)N[C@@H]1CN(C(=O)c2cc3ccccc3[nH]2)CC[C@@H]1CO	i
64	CC(C)CN(C1CCOCC1)C1CN(C(=O)c2ccncc2)C1	-10%
65	CC(C)Oc1ccc(CNC(=O)C2COc3ccccc3C2)cc1 (stereo not drawn)	i
66	CCCNC(=O)C1COC2(CCN(C(=O)c3ccccc3C)CC2)N1C(=O)c1cccc(F)c1 (stereo not drawn)	-2%
67	O=C(O)c1cn2ccnc(-c3ccc(F)cc3)c2n1	-13%
68	CCc1ccccc1N(C)C(=O)Nc1cn(CC(C)C)c(=O)c2ccccc12	8.9µM*
69	O=C(C1CCOCC1)N1CCC(c2noc(-c3ccncc3)n2)C1 (stereo not drawn)	i[5.79 µM]
70	O=C(c1cnc2c(c1)COc1ccccc1-2)c1ccccc1O	-13%
71	CCCOC(=O)N1CCC(C(=O)Nc2cccc(-c3cccc(F)c3)c2)CC1	-14%
72	CCc1cccc(NC(=O)c2cc(-c3ccc[nH]3)n[nH]2)c1	i
73	O=C(Nc1ccc(F)cc1)c1ccn2cncc2c1	-4%[44.1 µM]
74	CCOCc1nc(C2CCCNC2)no1 (stereo not drawn)	37%[activator]
75	CN1CCN(c2nc3c(c(=O)[nH]2)CCN(Cc2ccccc2C#N)CC3)CC1	i[5.79 µM]
76	O=C(C1c2ccccc2C(=O)N(c2ccccc2)C12CCCCC2)N1CCCC1 (stereo not drawn)	-2%
77	CC(C)NC(=O)NC1CC2(CCN(C(=O)Cc3ccc(O)cc3)CC2)c2ccccc21 (stereo not drawn)	?
78	CCn1cc(C(=O)N2C[C@H](c3cccc(OC)c3)[C@@H]3[C@H]2C2CCN3CC2)cn1	-12%
79	COCCN1C(=O)CCC2(C(=O)NCCN(C)C3CCCCC3)CCCC=C12 (stereo not drawn)	?
80	COc1ccc2nc(CO[C@H]3CN(Cc4ccc(S(C)(=O)=O)cc4)C[C@H]3F)[nH]c2c1	i
81	CCc1ccc(NC(=O)Cn2c(=O)c(-c3noc(CC)n3)c3n(c2=O)CCCCC3)cc1	6%
82	O=C(NCc1ccncc1)c1ccc2c(c1)CC(=O)N2Cc1ccc(F)cc1	?
83	Cc1cnc(C2CC2)n1C1CCN(S(=O)(=O)c2ccc(C#N)cc2)CC1	?
84	Cc1ccc(C(=O)N2C(C(=O)NCC3CCCO3)COC23CCN(C(=O)CC(C)(C)C)CC3)cc1 (stereo not drawn)	-11%
85	O=C(NC1CCCc2c1[nH]c1ccc(F)cc21)c1ccncc1 (stereo not drawn)	-24%
86	COc1ccc(-c2cn3nc(N4CCC(C(=O)NCc5ccccc5F)CC4)sc3n2)cc1	39%[activator]
87	CCCCN(CC)CCCNC(=O)c1cn(C)c(=O)c2c1c1ccccc1n2C	i
88	O=C(Cc1ccccc1)N1CCC2(CC1)CN(c1ccncn1)CC2CO (stereo not drawn)	i
89	OCC1CN(Cc2ccc(C(F)(F)F)cc2)CC12CCNCC2 (stereo not drawn)	i
90	O=C(Cc1ccccc1F)Nc1cnc(-c2cccnc2)nc1	i

Part of the list above in order of number of heavy atoms, lowest first.
No.	smiles	Pf Dd2 growth
74	CCOCc1nc(C2CCCNC2)no1 (stereo not drawn)	37%[activator]
85	O=C(NC1CCCc2c1[nH]c1ccc(F)cc21)c1ccncc1 (stereo not drawn)	-24%
78	CCn1cc(C(=O)N2C[C@H](c3cccc(OC)c3)[C@@H]3[C@H]2C2CCN3CC2)cn1	-12%
84	Cc1ccc(C(=O)N2C(C(=O)NCC3CCCO3)COC23CCN(C(=O)CC(C)(C)C)CC3)cc1 (stereo not drawn)	-11%

Back to the main list, repeating the three entries before the break.
No.	smiles	Pf Dd2 growth
88	O=C(Cc1ccccc1)N1CCC2(CC1)CN(c1ccncn1)CC2CO (stereo not drawn)	i
89	OCC1CN(Cc2ccc(C(F)(F)F)cc2)CC12CCNCC2 (stereo not drawn)	i
90	O=C(Cc1ccccc1F)Nc1cnc(-c2cccnc2)nc1	i
91	Cc1ccc(Nc2nnc(-c3ccc(C)c(S(=O)(=O)N4CCN(C)CC4)c3)c3ccccc23)cc1	7.9µM*
92	CN1C[C@@H](NC(=O)c2ccccn2)C[C@H]1c1nc(-c2ccc(Cl)cc2)no1	i
93	COc1cc(NC(=O)Cn2ccn3nc4c(c3c2=O)CCCCC4)cc(OC)c1	i
94	COc1ccc(CCNC(=O)c2cc3c(N4CCCC4)nc(C)cn3n2)cc1OC	i
95	COc1ccc(Cn2c(SCc3ccc(C(=O)NC(C)c4ccccc4)cc3)nc3cccnc32)cc1 (stereo not drawn)	?
96	CCOC(=O)c1ccc(NC(=O)c2oc(=O)c3ccccc3c2-c2ccccc2)cc1	24%
97	Cc1ccc(CNC(=O)Cn2c(=O)cc(C(F)(F)F)c3c(C)nn(C)c32)cc1	i
98	O=C(CC1COCCN1)N1CCC(OCc2cccnc2)CC1 (stereo not drawn)	-14%
99	CC(C)OCCCNC(=O)c1ccc(N2CC3CC(C2)[C@H]2CCCC(=O)N2C3)nc1 (stereo partly drawn)	0%
100	Cc1ccc(C(=O)N2CCC3(CC2)N=C(c2cccc(Br)c2)NO3)s1	-1%
101	Cn1nc(C2CCCCC2)cc1[C@H]1CN2CC[C@H]1C[C@@H]2CO	-18%[44.1 µM]
102	CN1C[C@@H](NC(=O)c2cncnc2)C[C@H]1c1nc(-c2cnccn2)no1	i
103	Cc1noc(C)c1Cc1c(C(=O)NC2CCc3n[nH]c(=O)n3CC2)noc1C (stereo not drawn)	13%
104	CC(C)CNc1ccc2c(n1)C(C)(C(=O)NC1CCOCC1)CN(Cc1ccccc1)C2 (stereo not drawn)	?
105	COc1ccc(N2CC(C(=O)NCCCc3ccccc3)NC2=O)cc1 (stereo not drawn)	-3%
106	CCCn1c(=O)sc2cc(NC(=O)COc3ccc(Cl)cc3)ccc21	?
107	CCCn1cc(CN2CCc3nc(N4CCN(C)CC4)[nH]c(=O)c3CC2)c2ccccc21	?
108	COCCn1c(C(=O)OC)c(NC(=O)CC(C)C)c2cc(NC(C)CCn3cccn3)cnc21 (stereo not drawn)	-10%
109	Cc1ccccc1C(=O)Nc1cc(-c2ccc(Cl)cc2)nn1-c1ccccc1	?
110	Cc1cc(C)c(OCC(=O)c2ccc3c(c2)N(CCCC(=O)N2CCOCC2)C(=O)CO3)c(C)c1	i
111	O=C(N1C[C@@H](CO)[C@H](c2ccncc2)C1)C1(c2ccccc2)CC1	-7%

Single values from the list:
cpd 111 @ Pf Dd2 growth: -7%
cpd 101 @ Pf Dd2 growth: -18%[44.1 µM]

2 entries picked at random from those above, as already listed:
No.	smiles	Pf Dd2 growth
100	Cc1ccc(C(=O)N2CCC3(CC2)N=C(c2cccc(Br)c2)NO3)s1	-1%
110	Cc1cc(C)c(OCC(=O)c2ccc3c(c2)N(CCCC(=O)N2CCOCC2)C(=O)CO3)c(C)c1	i

Assay outcomes: PubChem, National Center for Advancing Translational Sciences (NCATS)
